CHO-K1 Ca PAM: nonselective activator or artifact in parental CHO-K1 calcium assay; ATP EC20, Fluo-8 calcium fluorescence; 0% at ATP EC20, 100% at ATP max; activation, % at 3 µM; actives 0.02% (n = 360,000); AID 602247;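 active = activation above the run cutoff, the mean activation of all test compounds plus 3 SD, cut at about 40% in these data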;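 note: peak over basal fluorescence ratio in a 140 s read after ATP addition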
TAAR1 ag: agonists of human TAAR1; Q96RJ0; CHO RD-HGA16 TAAR1, Fluo-8 calcium fluorescence; vehicle wells 0%, saturating PEA agonist 100%; activation, % at 3 µM; actives 0.99% (n = 360,000); AID 624467;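 active = activation above the mean activation of all test compounds in the run plus 3 SD, cut at about 38% in these data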
Target sequence (Q96RJ0 whole entry, looked up): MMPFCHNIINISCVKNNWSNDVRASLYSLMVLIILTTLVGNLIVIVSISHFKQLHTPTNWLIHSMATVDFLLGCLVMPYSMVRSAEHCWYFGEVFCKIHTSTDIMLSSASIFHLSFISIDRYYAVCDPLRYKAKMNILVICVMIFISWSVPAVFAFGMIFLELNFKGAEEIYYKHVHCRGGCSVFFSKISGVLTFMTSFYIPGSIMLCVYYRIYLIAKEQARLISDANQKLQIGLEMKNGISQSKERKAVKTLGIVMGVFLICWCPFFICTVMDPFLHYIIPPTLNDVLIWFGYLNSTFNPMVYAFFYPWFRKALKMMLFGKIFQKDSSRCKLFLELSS
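System: CHO-derived RD-HGA16 cells with stable Gα16 and human TAAR1 / Times: 17-24 h plating, Fluo-8 75 min 37 °C, 30 min RT / Technique: calcium-sensitive Fluo-8 signal, excitation 470-495, emission 515-575 nm / Measure: % activation relative to PEA EC100 response / Benchmarks: DMSO and PEA EC100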
CHO-K1 Ca antag: counter-screen for M1 antagonists: effect in parental CHO-K1 cells; ATP-induced calcium, Fluo-8 fluorescence; inhibition, % at 3 µM; actives 0.6% (n = 360,000);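 active = inhibition above a per-plate cutoff, the plate's mean sample inhibition plus 3 SD, cut at about 24% in these data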;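 note: 0% = DMSO plus EC80 ATP and 100% = DMSO alone without ATP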
CHO parental Ca: counter-screen: ATP calcium response change in parental CHO cells | parental CHO-K1, ATP-induced calcium, Fluo-8 fluorescence | inhibition, % at 5.6 µM | actives 0.63% (n = 330,000) | AID 463079;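 active = inhibition above that plate's mean sample inhibition plus 3 SD, cut at about 26% in these data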;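 note: 0% = ATP-challenged DMSO wells and 100% = DMSO wells without ATP; some compounds past the cut are filed as inactive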
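Test system: parental CHO cells; detection: calcium-sensitive Fluo-8 fluorescence; evaluation: percent inhibition of calcium signal; also added: ATP as calcium-mobilizing challenge; repeats: one well per compound; control set: ATP-challenged DMSO wells low, unchallenged DMSO wells high; compound: single nominal dose of 5.6 µM per compound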
M1 ag parental: M1 agonist counterscreen hit in parental CHO-K1 cells; Fluo-8 calcium fluorescence; scaled to maximal ATP response, vehicle zero; activation, % at 3 µM; actives 0.48% (n = 360,000); in the data active = activation above about 15%;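 note: untransfected CHO-K1 host cells lacking M1 receptor as counterscreen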
CHRM1 PAM: positive allosteric modulators of human M1 muscarinic receptor. CHO-K1 hM1, Fluo-8 calcium fluorescence, ACh EC20; 0% = ACh EC20, 100% = maximal ACh. actives 0.088% (n = 360,000). P11229. AID 588819. activation, % at 3 µM; in the data active = activation above about 19%, passing the limit was not always enough
Target sequence (P11229 whole entry, looked up): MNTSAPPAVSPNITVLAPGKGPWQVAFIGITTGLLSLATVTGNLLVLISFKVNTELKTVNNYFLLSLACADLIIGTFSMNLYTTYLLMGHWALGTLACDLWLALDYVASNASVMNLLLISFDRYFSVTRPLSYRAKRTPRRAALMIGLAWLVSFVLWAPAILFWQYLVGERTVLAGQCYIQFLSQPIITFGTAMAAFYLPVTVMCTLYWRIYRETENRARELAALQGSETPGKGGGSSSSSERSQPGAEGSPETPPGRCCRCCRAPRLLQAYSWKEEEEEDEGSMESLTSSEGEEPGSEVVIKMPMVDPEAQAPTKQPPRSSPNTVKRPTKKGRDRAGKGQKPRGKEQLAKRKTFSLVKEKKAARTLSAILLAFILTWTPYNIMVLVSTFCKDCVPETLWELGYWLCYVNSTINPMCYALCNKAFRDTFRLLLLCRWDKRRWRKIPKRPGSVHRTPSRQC
M1 ag: activates human CHRM1 receptor. P11229. CHO-K1 hM1, Fluo-8 calcium fluorescence, agonist mode; 0% DMSO, 100% acetylcholine EC100. activation, % at 3 µM. actives 0.33% (n = 360,000). AID 588814;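 active = activation above the run's mean compound activation plus 3 SD, cut at about 16% in these data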;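 note: peak over basal fluorescence ratio within a 140 s kinetic read after compound addition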
CHRM1 antagonist: antagonists of human M1 muscarinic receptor | P11229 | CHO-K1 hM1, Fluo-8 calcium fluorescence, ACh EC80 antagonist | inhibition, % at 3 µM | actives 1.3% (n = 360,000);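 active = percent inhibition above its own plate's cutoff, namely the mean of that plate's compound wells plus 3 SD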;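 note: peak over basal fluorescence ratio during 140 s after agonist addition; 0% = ACh EC80 plus DMSO and 100% = DMSO alone without agonist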
TAAR1 antag: human TAAR1 antagonism; Q96RJ0; CHO RD-HGA16 TAAR1, Fluo-8 calcium fluorescence, antagonist; inhibition, % at 3 µM; actives 1.5% (n = 360,000); AID 624466;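 active = inhibition above a per-plate cutoff, the mean inhibition of test compounds on that plate plus 3 SD, cut at about 49% in these data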;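 note: 0% = DMSO plus EC80 beta-PEA response and 100% = DMSO alone without agonist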
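Test system: CHO RD-HGA16 cells bearing hTAAR1 | Reagent: β-PEA, EC80 | Compound dosing: 3 µM, single point | Schedule: Dye loading 75 min at 37 °C, then 30 min room temperature | Signal: Calcium fluorescence with Fluo-8 | Evaluation: Percent inhibition of PEA-evoked calcium signal, max/basal emission ratio | Control set: DMSO-only wells and EC80 β-PEA-stimulated wells | Repeats: Singlicate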
Active calls of the source: *; · = no result given.

(1) Cc1ccccc1NC(=O)COC(=O)c1ccc(CSc2ccc(Cl)cc2)cc1
(2) O=C(CCCCCNC(=O)c1ccccc1Br)N=Nc1c(O)[nH]c2ccccc12
(3) Cc1c(C(=O)NCc2ccc3c(c2)OCO3)sc(=O)n1Cc1ccc(-c2ccccc2)cc1
(4) COc1ccccc1CNC(=O)COC(=O)c1cc(C)oc1C
(5) Cc1ccc(C(=O)N(Cc2ccccc2)C(C)(C)C)cc1C
(6) C[C@@H]1CN([C@@H](C)CO)C(=O)Cc2cc(NC(=O)Nc3ccc4c(c3)OCO4)ccc2O[C@@H]1CN(C)C(=O)NC1CCCCC1
(7) CCOc1ccc(OCCC(=O)N(CC)CC(=O)Nc2ccccc2OC)cc1
(8) CC1(C)CC(CC(=O)O)(c2ccc(F)cc2)CCO1 (stereo not given)

screen / no.,1,2,3,4,5,6,7,8
CHO-K1 Ca PAM,22,7,7,10,4,-3,27,-1
TAAR1 ag,1,1,2,12,14,2,-1,1
CHO-K1 Ca antag,-6,-8,-5,-4,10,-11,1,-1
CHO parental Ca,-9,-14,·,-7,-19,-9,·,0
M1 ag parental,0.3,1.9,0.1,0.4,-0.5,0.0,1.4,-0.2
CHRM1 PAM,6,6,12,9,-26,7,6,0
M1 ag,-4,-5,5,-2,-7,-1,-3,-1
CHRM1 antagonist,0,-13,-11,-2,51*,-17,-9,3
TAAR1 antag,5,1,30,-6,-14,-11,0,-7

(9) Cc1cc(C)c(OCCOCCN2CCCC2)c(C)c1
(10) O=C(CC[C@H]1O[C@@H](n2ccc(=O)[nH]c2=O)[C@H](O)[C@@H]1O)N1CCN(c2ccccn2)CC1
(11) CCN1C(=O)/C(=C2/C=CC=CN2C)OC1=S
(12) S=C(NCCCc1cnc[nH]1)NCCCN(Cc1ccc(Cl)c(Cl)c1)c1ccc(Br)cn1
(13) Cc1ccccc1N1CCN(S(=O)(=O)c2ccc3ccccc3c2)CC1
(14) C[C@H](CO)N1C[C@H](C)[C@@H](CN(C)C(=O)Nc2ccc(C(F)(F)F)cc2)Oc2ccc(NC(=O)C3CC3)cc2C1=O
(15) CC(C)CCNC(=O)C1CCC(CNc2c(N3CCC(C)CC3)c(=O)c2=O)CC1 (stereo not given)
(16) O=C1C=C(NC2CC2)C2(CCCCC2)O1

screen / no.,9,10,11,12,13,14,15,16
CHO-K1 Ca PAM,13,-5,15,11,-6,7,-6,0
TAAR1 ag,1,6,0,44*,2,3,2,-2
CHO-K1 Ca antag,2,18,-5,-16,-7,-15,-3,-6
CHO parental Ca,-14,·,-9,·,24,-6,-20,-7
M1 ag parental,1.2,0.3,0.4,1.5,0.2,0.3,-0.3,0.1
CHRM1 PAM,-13,14,2,-10,15,7,10,3
M1 ag,-7,4,-5,-8,0,-4,-2,-3
CHRM1 antagonist,23,1,2,1,-9,-13,-16,4
TAAR1 antag,-15,-22,8,52*,10,-19,-12,-16

Shown tab-delimited: entries from further up.
entry	smiles	CHO-K1 Ca PAM	TAAR1 ag	CHO-K1 Ca antag	CHO parental Ca	M1 ag parental	CHRM1 PAM	M1 ag	CHRM1 antagonist	TAAR1 antag
14	C[C@H](CO)N1C[C@H](C)[C@@H](CN(C)C(=O)Nc2ccc(C(F)(F)F)cc2)Oc2ccc(NC(=O)C3CC3)cc2C1=O	7	3	-15	-6	0.3	7	-4	-13	-19
15	CC(C)CCNC(=O)C1CCC(CNc2c(N3CCC(C)CC3)c(=O)c2=O)CC1 (stereo not given)	-6	2	-3	-20	-0.3	10	-2	-16	-12

Additional structures.
(17) COc1ccc(CCNC(=O)CC2SC(=Nc3cc(C)cc(C)c3)NC2=O)cc1OC (stereo not given)
(18) CCOc1ccc(CCNC(=O)C2CCN(c3nnc(-n4cccc4)s3)CC2)cc1OCC
(19) COc1ccc(C=O)c(-c2c(CCO)sc3ccccc23)c1
(20) O=C(NCc1cccc(Cl)c1)c1cnccn1
(21) Cc1cc(-c2nnc(CCC(=O)NCc3ccc(F)c(F)c3)o2)no1
(22) CCC(=O)Oc1ccc(C(=O)Nc2ccc([N+](=O)[O-])cc2)cc1
(23) N#Cc1ccc(OCC(=O)N2CCN(S(=O)(=O)c3cccs3)CC2)cc1
(24) O=[N+]([O-])c1ccc(N2CCOCC2)cc1N1CCCCC1

screen / no.,17,18,19,20,21,22,23,24
CHO-K1 Ca PAM,12,12,16,-10,12,4,11,-8
TAAR1 ag,2,16,-1,3,2,2,3,2
CHO-K1 Ca antag,-14,-2,-19,17,-10,-23,4,-5
CHO parental Ca,-21,-22,·,0,-2,-7,-11,-3
M1 ag parental,0.3,1.6,0.7,-0.3,-0.1,8.3,2.3,2.0
CHRM1 PAM,5,-2,·,-4,9,7,-5,-3
M1 ag,-5,-3,·,-2,-3,-4,-2,-6
CHRM1 antagonist,-8,7,·,10,-8,-11,14,8
TAAR1 antag,-14,10,10,1,18,3,-6,0

(25) O=C(O)c1ccccc1CSc1nnnn1-c1ccccc1
(26) O=C(Cc1ccc([N+](=O)[O-])cc1)NCc1ccc2c(c1)OCO2
(27) CC(C)(C)c1ccc(-c2nc(C#N)c(NCc3cccnc3)o2)cc1
(28) CC(=O)Nc1ccc(NC(=O)CCSCCc2ccccn2)cc1
(29) Nc1ccc2nc(NC(=O)C3CCCCC3)sc2c1
(30) CCOC(=O)C1(CCOC)CCN(C(=O)c2ccc(CSC)o2)CC1
(31) CN(C)CCN(C(=O)c1ccc(S(=O)(=O)N2CCCC2)cc1)c1nc2ccc(Br)cc2s1
(32) O=c1c(N2CCOCC2)coc2ccccc12

screen / no.,25,26,27,28,29,30,31,32
CHO-K1 Ca PAM,3,4,20,4,-7,1,14,17
TAAR1 ag,3,2,15,7,0,1,7,0
CHO-K1 Ca antag,-11,0,-13,-3,-10,-3,-2,-1
CHO parental Ca,-6,-3,-15,-8,-17,-28,0,3
M1 ag parental,-0.4,0.9,0.1,0.3,0.5,1.9,4.0,-0.3
CHRM1 PAM,7,3,12,7,10,7,8,4
M1 ag,-1,-10,-1,-5,-5,-3,-5,-3
CHRM1 antagonist,-5,5,-9,-7,-4,-15,-10,-7
TAAR1 antag,-47,0,-12,5,-23,-28,-20,-6

(33) CC(C)(C)OC(=O)C[C@H]1C/C=C\C[C@H](CC(=O)NCCO)C(=O)NC[C@H](c2ccccc2)OC1=O
(34) CC(=O)NC(c1ccc(F)c(F)c1)c1nc(-c2cccc(F)c2)cs1 (stereo not given)
(35) O=C1CC2(CCN(C(=O)c3ccc(F)cc3)CC2)Oc2ccccc21
(36) NC(=O)c1ccc(C(=O)N/N=C(/Cc2ccccc2)c2ccccc2)cc1
(37) Cc1onc(-c2c(Cl)cccc2Cl)c1C(=O)Nc1nccs1
(38) CC1CN(C(=O)c2cccc(S(=O)(=O)N3CCOCC3)c2)CC(C)O1 (stereo not given)
(39) O=C(Cn1nc(C(=O)O)c2ccccc2c1=O)NCCC1=CCCCC1
(40) COc1cc(/C=C(\C#N)C(=O)NCC2CCCO2)ccc1OC(=O)c1ccco1 (stereo not given)

screen / no.,33,34,35,36,37,38,39,40
CHO-K1 Ca PAM,-1,-2,-12,7,-2,-3,-7,13
TAAR1 ag,2,1,3,0,8,6,10,23
CHO-K1 Ca antag,-11,-10,-1,-6,-9,-16,18,-3
CHO parental Ca,-5,·,-17,·,-2,-3,-21,-16
M1 ag parental,-0.1,0.7,0.9,-0.1,6.4,0.4,0.1,0.9
CHRM1 PAM,3,0,5,14,-3,20,7,1
M1 ag,-2,-2,-2,-3,-6,6,-5,5
CHRM1 antagonist,-5,-1,-2,-18,6,-15,1,-1
TAAR1 antag,-8,-18,-14,-13,21,-5,-3,1

(41) CC(=O)Nc1sc(C)c(C)c1C(=O)OCC(=O)Nc1cccc(C)c1
(42) COc1ccc(NC(=O)CCSc2nnnn2C)cc1
(43) CCC1Nc2ncnc(N3CCOCC3)c2N(Cc2ccc(OC)cc2)C1=O (stereo not given)
(44) Cc1ccc(-n2c(SCC(=O)Nc3ccc4c(c3)OCCO4)nnc2-c2ccco2)cc1
(45) COc1ccc(S(=O)(=O)N2CCOCC2)cc1NC(=O)COC(=O)C1CC2CCCC(C1)C2=O (stereo not given)
(46) COc1cc(OC)nc(Oc2cc(/C=N/O)ccc2OC)n1
(47) O=C1OCCC1Sc1nnc(-c2ccc(F)cc2)n1Cc1ccccc1 (stereo not given)
(48) COc1ccc(S(=O)(=O)N2CCC(C(=O)N3CCCC3)CC2)cc1Cl

screen / no.,41,42,43,44,45,46,47,48
CHO-K1 Ca PAM,-1,12,6,15,8,11,15,2
TAAR1 ag,14,0,17,0,2,1,1,6
CHO-K1 Ca antag,3,-18,-8,-15,-8,-1,3,9
CHO parental Ca,11,5,-10,-22,-6,-16,-7,3
M1 ag parental,-0.6,0.9,0.5,-0.1,0.6,1.6,1.0,0.4
CHRM1 PAM,5,9,8,11,8,4,1,8
M1 ag,-4,-6,-5,-1,-2,-7,-6,-4
CHRM1 antagonist,-6,-1,-8,-9,0,1,3,-10
TAAR1 antag,21,-4,0,-41,-26,-19,-3,-1

(49) CCC(=O)Nc1nc(C)c(-c2csc(Nc3cccc(C(=O)O)c3)n2)s1
(50) OCCC1CN(Cc2cccnc2)CCN1CCc1ccccc1 (stereo not given)
(51) COc1ccc(-c2onc(C)c2C)cc1S(=O)(=O)NCCc1ccco1
(52) CCn1c(COc2cccc(C)c2)nnc1SCC(=O)N1CCCC1
(53) COc1cc([N+](=O)[O-])ccc1NC(=O)Nc1cnccn1
(54) CN1/C(=C\C(=O)c2cccs2)C(C)(C)c2ccccc21
(55) CCCN(C(=O)CSCC(=O)Nc1cccc(C)c1)c1c(N)n(Cc2ccccc2)c(=O)[nH]c1=O
(56) CC(=O)Nc1ccc2c(c1)C(=O)c1ccc(Cl)cc1-2
(57) CN(C(=O)CSc1nnc(Nc2ccccc2)s1)c1c(N)n(Cc2ccccc2)c(=O)[nH]c1=O
(58) O=NN(Cc1cccnc1)Cc1cccnc1

screen / no.,49,50,51,52,53,54,55,56,57,58
CHO-K1 Ca PAM,18,15,3,8,4,8,23,10,10,10
TAAR1 ag,4,5,3,4,3,1,2,0,1,0
CHO-K1 Ca antag,-13,-15,-14,-13,-11,-7,0,-8,-8,-2
CHO parental Ca,-17,2,-10,-7,12,-27,-4,·,-12,·
M1 ag parental,0.5,0.4,5.9,0.3,1.1,1.0,0.8,0.0,0.1,0.7
CHRM1 PAM,8,-4,4,7,6,2,17,4,7,9
M1 ag,-4,-8,0,-6,-2,-6,-2,-1,-3,-3
CHRM1 antagonist,-8,5,-8,-1,-8,-7,-20,-5,-40,-16
TAAR1 antag,-15,-9,-2,5,-5,-24,-34,3,-11,-9
